Compound activity: PubChem, several laboratories
GDH-TPI inh: counter-screen for M. tuberculosis FBA inhibitors: GDH-TPI coupled enzymes | inhibition, % at 4.8 µM | AID 588335 | 1.2% of 360,000 active | GDH-TPI coupled enzyme counterscreen, NADH absorbance;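 also: 0% = DMSO wells and 100% = wells lacking the enzyme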
FadD28 FP inh: M. tuberculosis FadD28 bisubstrate binding inhibition; inhibition, % at 12.5 µM; FadD28 bisubstrate probe binding, fluorescence polarization; 0.22% of 360,000 active; in the data active = inhibition above about 8.5%, passing the limit was not always enough; inconclusive = no clear call, values can overlap the other calls
MazEF act: activators of E. coli MazEF toxin-antitoxin RNase; P0AE70; FAM/BHQ RNA-DNA oligo cleavage fluorescence, 5 h; activation, % at 20 µM; 0.32% of 350,000 active; AID 504720; in the data active = activation above about 50%
Target sequence (P0AE70 whole entry, looked up): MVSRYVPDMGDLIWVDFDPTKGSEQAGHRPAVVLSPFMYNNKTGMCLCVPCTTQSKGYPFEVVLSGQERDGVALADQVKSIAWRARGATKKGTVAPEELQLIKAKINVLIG
VHR inh abs: blocks human VHR1 dual specificity phosphatase; AID 1654; inhibition, % at 13.3 µM; 0.52% of 290,000 active; P51452; recombinant VHR phosphatase, pNPP absorbance; in the data active = inhibition above about 50%; also: some compounds called inactive have numbers as strong as hits
Mtb UGM inh: Mtb UDP-galactopyranose mutase inhibition; P9WIQ1; purified UGM, fluorescence polarization probe displacement; inhibition, % at 10 µM; 0.06% of 320,000 active; AID 504406; in the data active = inhibition above about 10%, passing the limit was not always enough; inconclusive = no clear call, values can overlap the other calls
Target sequence (P9WIQ1 whole entry, looked up): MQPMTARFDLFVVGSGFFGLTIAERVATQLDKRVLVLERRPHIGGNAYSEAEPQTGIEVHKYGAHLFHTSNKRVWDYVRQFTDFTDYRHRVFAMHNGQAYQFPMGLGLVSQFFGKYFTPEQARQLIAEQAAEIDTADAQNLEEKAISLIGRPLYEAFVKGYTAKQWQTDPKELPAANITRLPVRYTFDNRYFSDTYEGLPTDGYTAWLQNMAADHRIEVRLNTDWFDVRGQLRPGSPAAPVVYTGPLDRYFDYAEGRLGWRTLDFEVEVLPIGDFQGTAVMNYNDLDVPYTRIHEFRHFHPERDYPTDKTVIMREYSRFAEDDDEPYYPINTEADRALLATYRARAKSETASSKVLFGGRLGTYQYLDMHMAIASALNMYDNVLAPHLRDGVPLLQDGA
CCHF vOTU inh: blocks the CCHF virus ovarian tumor domain protease; inhibition, % at 11.5 µM; 0.55% of 370,000 active; CCHFV vOTU protease, Pep-AMC fluorescence; also: 0% = vehicle wells with enzyme and 100% = no enzyme wells
BoNT F protease: inhibitors of Botulinum neurotoxin F light chain protease; Multiplex microsphere protease cleavage assay, flow cytometry; inhibition, % at 10 µM; 0.22% of 360,000 active; AID 588497; in the data active = inhibition above about 35%, passing the limit was not always enough; inconclusive = no clear call, values can overlap the other calls; also: plate controls were buffer without enzyme for full effect and enzyme alone for no effect
Mtb BioA inh: blocks M. tuberculosis BioA enzyme activity; purified M. tuberculosis BioA enzyme, plate reader; inhibition, % at 9.99 µM; 0.096% of 360,000 active; AID 602481; in the data active = inhibition above about 40%; inconclusive = no clear call, values can overlap the other calls
Rv3671c inh: inhibits the M. tuberculosis serine protease Rv3671c | P9WHR9 | inhibition, % at 5.96 µM | 0.048% of 320,000 active; in the data active = inhibition above about 38%;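 also: extracellular domain of Rv3671c used as enzyme; 0% = enzyme with DMSO and 100% = no enzyme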
Mtb FBA inh: Mtb fructose-bisphosphate aldolase inhibition; P9WQA3; purified M. tuberculosis FBA, fluorescence read-out; inhibition, % at 1 µM; 2.3% of 360,000 active; AID 588726; in the data active = inhibition above about 27%;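 also: 0% = vehicle and 100% = reference inhibitor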
Target sequence (P9WQA3 whole entry, looked up): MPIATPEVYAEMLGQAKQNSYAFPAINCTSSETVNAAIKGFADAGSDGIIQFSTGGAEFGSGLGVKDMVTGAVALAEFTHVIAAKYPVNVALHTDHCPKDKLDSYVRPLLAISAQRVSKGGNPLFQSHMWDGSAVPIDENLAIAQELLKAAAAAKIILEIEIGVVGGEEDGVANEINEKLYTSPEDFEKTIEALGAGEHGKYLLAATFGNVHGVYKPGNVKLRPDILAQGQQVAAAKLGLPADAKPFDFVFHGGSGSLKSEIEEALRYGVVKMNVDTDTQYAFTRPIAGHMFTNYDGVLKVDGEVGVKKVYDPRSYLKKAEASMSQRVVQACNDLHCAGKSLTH
The depositor's hits bear a star; ? = inconclusive; nt = no result given; & = joins results of further samples. Rule as the data show it, unless noted: active = inhibition above about 30%; inactive = the rest.

smiles,GDH-TPI inh,FadD28 FP inh,MazEF act,VHR inh abs,Mtb UGM inh,CCHF vOTU inh,BoNT F protease,Mtb BioA inh,Rv3671c inh,Mtb FBA inh
O=C(c1cc(-c2ccc(Cl)cc2Cl)on1)N1CCCC1,-6,-0.6,3,2,-2.5,-2,5,-2.3,-1,-1
O=C(COC(=O)C12CC3CC(CC(Cl)(C3)C1)C2)N1CCCCC1,3,0.6,2,nt,-0.8,-16,-4,-0.4,-3,-1
CC1(C)CC(=O)C2=C(C1)N(CCN1CCOCC1)C1=C(C(=O)CC(C)(C)C1)C2c1ccc(Cl)cc1,10,-1.5,2,18,0.4,-9,5,-0.4,12,36*
C=CCNC(=O)Nc1ccc(F)cc1F,6,0.7,-12,1,-1.9,0,-5,nt,-7,1
CC1CCCC(NC(=O)c2n[nH]c(=O)c3ccccc23)C1C (stereo not drawn),-4,-2.0,-1,27,1.5,3,-10,-1.2,2,-1
Cc1nn2c(=O)cc(CSc3ccccc3NC(=O)c3ccccc3)nc2s1,-12,-2.8,1,8,2.5,7,0,0.3,-4,-2
N#Cc1ccc(S(=O)(=O)N2CCN(C(=O)[C@@H]3CCCN3C(=O)c3cccs3)CC2)cc1,-8,0.0,4,nt,-1.2,9,4,1.5,8,0
CCOc1ccc2[nH]c3c(NCCOC)ncnc3c2c1,-1,-1.7,5,-29,-3.1,-51,?,nt,8,71*
COc1ccc(C)cc1NC(=O)Cn1cnc2sc(C)c(S(=O)(=O)N3CCOCC3)c2c1=O,1,-2.4,2,31,0.8,-15,10,nt,3,0
O=C(O)CC12CC3CC(C1)CC(n1ncc(NCc4ccccc4)c(Cl)c1=O)(C3)C2,9,-1.8,3,21,0.8,16,1,1.1,-4,0
CCC(CC)c1nnc(NC(=O)CCN2C(=O)c3ccccc3C2=O)s1,0,-3.8,6,17,-4.8,7,-1,0.8,8,0
CCC(C)NC(=O)C1CCC(CNS(=O)(=O)c2cccc3nsnc23)CC1 (stereo not drawn),2,1.5,7,12,1.6,nt,0,-2.4,-10,3
CCN(C(=O)COC(=O)c1cnc(C)cn1)C1CCCCC1,0,-1.1,0,10,2.0,-1,4,0.0,3,7
CC(C)(C#N)NC(=O)C1CCCN1S(=O)(=O)c1ccc2ccccc2c1 (stereo not drawn),9,-4.4,0,28,-0.8,-6,17,-1.6,-7,1
O=C(CNC(=O)c1cccs1)NCC(=O)OCc1ccc(F)cc1,6,-3.1,2,-36,-0.1,5,3,-0.3,-6,6
COc1cc(C(=O)NCC2CCCO2)ccc1OCc1ccc(Cl)cc1 (stereo not drawn),6,-4.1,-5,nt,1.7,8,-6,-1.3,2,-2
COc1ccc(-c2cc(=O)c3ccccc3n2C)cc1,12,-3.6,7,13,-0.9,13,-23,14,-5,-1
CCOC(=O)c1sc(NC(=O)/C=C/c2ccc(F)cc2)nc1C,-2,1.0,-30,31,1.5,8,2,nt,-2,0
N#Cc1ccccc1Sc1ccccc1C(=O)Nc1ccccc1,-2,-7.4,-2,10,-4.1,3,-26,-1.9,-5,-1
COc1ccc(C(=O)OCC(=O)c2ccccc2)cc1S(=O)(=O)N1CCOCC1,3,?,0,-6,-1.0,2,4,0.9,-2,0
O=C(N/N=C/c1ccco1)c1cc([N+](=O)[O-])cc([N+](=O)[O-])c1,9,-1.6,0,-3,1.9,14,-9,nt,2,1
O=C(CN1C(=O)S/C(=C\C=C\c2ccccc2)C1=O)NC1CCS(=O)(=O)C1 (stereo not drawn),28,0.2,-4,-7,1.0,2,-1,-0.8,-6,0
COc1ccc(Nc2nc(N(C)c3ccccc3)nc(N)c2[N+](=O)[O-])cc1,10,-1.7,2,10,-1.6,0,3,nt,-7,-5
CCC(=C/c1sc2ccc3ccccc3c2[n+]1C)/C=C1\Sc2ccc3ccccc3c2N1C,16,-3.5,2,1,-2.4,-1,nt,-3.0,-5,-1
COC(=O)[C@H](CCSC)NC(=O)Nc1ccc(C)cc1,-15,-4.0,5,26,0.4,-3,2,1.4,5,-3
O=S1(=O)CCOCCCN1Cc1ccc(Cl)cc1,5,-2.1,5,5,-0.6,4,-4,-0.1,5,-1
CN(C)CC(C)(C)CNC(=O)c1cc(=O)c2ccccc2o1,7,0.7,-4,13,1.4,1,3,-10,10,3
CC1=C(C(=O)OCC(C)C)C(c2ccsc2)C2=C(CCCC2=O)N1 (stereo not drawn),5,-15,0,-11,0.3,-5,-1,nt,-3,8
Cc1cc(S(=O)(=O)Nc2ccc(C(=O)NCCN3CCOCC3)cc2)ccc1F,2,-1.4,-5,nt,nt,-3,-11,0.6,nt,4
COc1ccc(C(=O)NNC(=O)c2ccccc2[N+](=O)[O-])cc1[N+](=O)[O-],8,0.2,-1,27,-2.2,-8,-2,-0.7,-2,-4

Three compounds from above with just Mtb UGM inh:
SMILES	Mtb UGM inh
N#Cc1ccccc1Sc1ccccc1C(=O)Nc1ccccc1	-4.1
COc1ccc(-c2cc(=O)c3ccccc3n2C)cc1	-0.9
COc1ccc(C(=O)OCC(=O)c2ccccc2)cc1S(=O)(=O)N1CCOCC1	-1.0

The results go on.
smiles,GDH-TPI inh,FadD28 FP inh,MazEF act,VHR inh abs,Mtb UGM inh,CCHF vOTU inh,BoNT F protease,Mtb BioA inh,Rv3671c inh,Mtb FBA inh
CN(C)S(=O)(=O)Oc1cccc(C(=O)Nc2ccc(Cl)cc2)c1,-3,-6.1,-1,32,-0.5,-5,-20,1.1,-21,-10
CCOC(=O)Cc1c(C)nc2c(-c3ccccc3)c(-c3ccccc3)[nH]n2c1=O,16,-2.1,0,0,nt,nt,4,nt,4,72*
CCOC(=O)C1CCCN(C(=O)c2cc(Cl)ccc2Cl)C1 (stereo not drawn),11,-1.0,-2,29,-3.3,-10,11,0.4,-1,-2
COc1cc2c(cc1CNC[C@H]1O[C@@H](n3cnc4c(N)ncnc43)[C@H](O)[C@@H]1O)OCO2,-2,-0.7,2,nt,0.5,nt,0,-0.9,-1,3
CN(C)c1ccc(C2NCC(CCl)O2)cc1 (stereo not drawn),27,-1.0,-4,14,0.1,12,-38,-3.2,-4,1
CCOC(=O)CN1C(=O)N[C@@H](c2cccc(C(F)(F)F)c2)[C@@H](C(=O)OC)[C@H]1C,-5,-2.9,4,nt,-0.6,5,-2,-0.6,-4,-1
COc1ccc(CCN(C)C(=O)c2cc(S(=O)(=O)N3CCCCCC3)ccc2OC)cc1OC,1,-5.1,-7,nt,1.7,-2,-4,-1.2,-3,0
NC(=O)CC(NC(=O)c1ccccc1)c1ccc(NCc2ccc(F)c(F)c2)c([N+](=O)[O-])c1 (stereo not drawn),9,2.9,2,2,-1.4,13,2,5.7,2,-4
COc1cccc(NC(=O)CN2CCN(c3nc(-c4cccc(OC)c4)cs3)CC2)c1,10,0.6,-8,16,-1.9,-4,-1,0.4,-6,-2
Cc1cc(-c2n[nH]c(=S)n2/N=C/c2ccc(Cl)c([N+](=O)[O-])c2)n[nH]1,1,-1.7,1,-2,0.2,19,8,nt,-3,-2
Cc1cccc(C)c1NC(=O)N1CCN(c2nc3ccccc3s2)CC1,-1,-1.0,3,-10,1.2,3,2,-0.9,0,2
O=[N+]([O-])c1cc2c(cc1/C=N/NS(=O)(=O)c1ccc(Br)cc1)OCO2,8,1.9,-3,26,1.2,10,-3,nt,9,0
COc1ccc(S(=O)(=O)Nc2ccccc2C(=O)NCc2cccnc2)cc1,-7,1.9,-3,1,2.0,0,-1,-1.5,-1,22
Brc1ccc(OCc2cn3ccccc3n2)cc1,5,-7.9,9,5,-4.3,5,0,nt,0,7
Nn1c(SCC(=O)NCc2ccccc2)nncc1=O,5,-1.7,5,3,nt,-10,-2,-0.4,1,-2
C[C@@H]1CN([C@@H](C)CO)C(=O)CCCn2nncc2CO[C@@H]1CN(C)C(=O)Nc1ccc(N2CCCCC2)cc1,-2,0.2,-8,nt,nt,-8,-6,-1.4&-0.5&0.7,nt,-1
CCCCCCNC(=O)CCNS(=O)(=O)c1ccc(C)cc1,-1,-0.2,4,-3,-0.4,10,-1,nt,0,1
CC(C)C(=O)OCC(=O)Nc1ccc(N=Nc2ccccc2)cc1,26,1.6,2,3,-0.5,12,-4,-1.6,5,-1
COC(=O)c1ccccc1S(=O)(=O)NNC(=O)Nc1ccccc1,2,-0.7,3,27,-2.1,-3,-29,-1.2,-2,-2
CCc1ccc(NC(=O)CN2C(=O)C(=O)N(Cc3ccccc3)C2=O)cc1,nt,nt,nt,13,1.2,-8,nt,nt,3,nt
COC(=O)Cc1csc(Nc2ccccc2Cl)n1,-1,-0.9,-2,14,0.8,-18,-16,-2.0,5,-1
CC(C)N(C(=S)NC1CC2CCC1C2)c1ccccc1 (stereo not drawn),-9,-2.0,0,26,1.9,-6,1,0.3,6,3
Cc1ccc(NC(=O)CSc2nc(NS(=O)(=O)c3ccccc3)cc(=O)[nH]2)cc1,2,-1.5,9,-4,0.1,nt,2,0.2,-14,2
Clc1ccc(-c2nnn(Cc3nc4ccccc4s3)n2)cc1,-4,-5.5,-7,21,0.5,-3,-10,0.2,-3,3
CN(CCOc1ccc(-c2ccn(S(=O)(=O)c3cccc4ccccc34)n2)cc1)c1ccccn1,5,-3.4,1,9,-0.6,9,5,-1.0,-12,-11
Cn1c(SCC(=O)NC(C)(C)C)nnc1-c1cccc(NC(=O)c2ccccc2F)c1,4,1.1,9,6,-0.5,-3,-14,nt,-5,0
CCOC(=O)C1=NN(c2ccccc2)C(=O)C1,-3,-2.4,-5,-11,2.0,11,-1,nt,19,5
c1ccc2sc(SN3CCOCC3)nc2c1,1,-0.4,-1,-6,1.3,-2,-5,-0.6,-5,0
CC(C)(C)c1cc2nc(N)nc(N)n2n1,-5,-1.6,7,24,0.6,-8,-4,0.4,8,1
